# GPR55 LPI antagonism – inhibition of LPI-stimulated GPR55 beta-arrestin translocation – imaging, U2OS, beta-arrestin-GFP, LPI agonist, primary screen (AID 2013). U2OS GPR55 beta-arrestin-GFP translocation imaging, LPI antagonism; higher % means a stronger effect. hit rate 0.13% among 290,000. inhibition, % at 10 µM, or IC50 in µM where a hit was titrated;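 active means spots per cell inhibited over 60%, with over 100 cells counted and total cytoplasm intensity under 500,000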;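 further: U2OS cells stably carrying GPR55 and arrestin-GFP stimulated by 5 µM LPI near EC80; imaged beta-arrestin-GFP aggregate spots per cell after agonist stimulation; plate controls were LPI-stimulated DMSO wells for no effect and DMSO wells without LPI for full effect; some results filed as inactive read as strong as hits; confirmed hits need IC50 under 10 µM and bright autofluorescent wells are also inconclusive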
# HIV fusion peptide – inhibitors of HIV fusion peptide binding, primary screen, biochemical, uHTS, fluorescence dequenching (AID 1986). cell-free peptide binding, fluorescence dequenching, 30 min; higher % means a stronger effect. one-dose inhibition, % at 20 µM; IC50 in µM for titrated hits. hit rate 0.3% among 290,000; in the data active means inhibition mostly above about 52%, no sharp cut-off; inactive means mostly below about 76%; further: some results filed as inactive read as strong as hits
# GPR35 antagonists – GPR35 antagonists blocking zaprinast-driven arrestin recruitment, primary screen, imaging, U2OS, beta-arrestin-GFP, zaprinast agonist (AID 2058) | U2OS GPR35 beta-arrestin-GFP translocation imaging, zaprinast antagonism; higher % means a stronger effect | hit rate 0.052% among 290,000 | inhibition, % at 10 µM; hits with a dose series show IC50 in µM;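 active means inhibition of at least 50% with at least 30 cells and total cytoplasm GFP at most 10,000,000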
# KOR beta-arrestin-1 – KOR antagonists, beta-arrestin recruitment, cell-based, luminescence, uHTS (AID 1778); KOR beta-arrestin recruitment, luminescence, antagonist mode; higher % means a stronger effect; one-dose inhibition, % at 10 µM; IC50 in µM for titrated hits; hit rate 0.091% among 290,000; in the data active means inhibition above about 50%; further: strong numbers were not always called active
# SIAH1 antagonists – Siah-1 peptide-binding antagonists, primary screen, biochemical, fluorescence polarization, rhodamine-plectin, uHTS (AID 1817). Siah-1 / rhodamine-plectin peptide fluorescence polarization; higher % means a stronger effect. displacement, % at 20 µM, or IC50 in µM where a hit was titrated. hit rate 0.02% among 290,000;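 active means displacement of at least 50% at 20 µM, with a fluorescence ratio check between 0.3 and a set limit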;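 further: plate controls were Siah plus tracer with DMSO for no effect and tracer alone without Siah for full effect; strong numbers were not always called active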
# NOD1 inhibition – inhibition of NOD1-driven NF-kB reporter – cell-based, luminescence, uHTS, primary screen (AID 1578); hit rate 1% among 290,000; NOD1-driven NF-kB luciferase reporter cells, luminescence; higher % means a stronger effect; one-dose inhibition, % at 4 µM; EC50 in µM for titrated hits; in the data active means inhibition mostly above about 36%, no sharp cut-off; inactive means mostly below about 34%;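 further: HEK-293T reporter cells stimulated with the NOD1 agonist gamma-tri-DAP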
# AID2073 – disruptors of CaV2.2 binding to Mint1 – biochemical, HTRF (AID 2073); HTRF protein-protein interaction, Mint1-CaV2.2; higher % means a stronger effect; one-dose inhibition, % at 20 µM; IC50 in µM for titrated hits; hit rate 0.19% among 290,000; in the data active means inhibition mostly above about 51%, no sharp cut-off; further: some results filed as inactive read as strong as hits
# GPR55 beta-arrestin – GPR55 agonists via beta-arrestin recruitment, primary screen, imaging, U2OS cells, beta-arrestin-GFP redistribution (AID 1961); U2OS GPR55 beta-arrestin-GFP redistribution imaging; higher % means a stronger effect; hit rate 0.048% among 290,000; activation, % at 10 µM; hits with a dose series show EC50 in µM;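 active means activation above 40% with more than 50 cells counted in the well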;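 further: U2OS osteosarcoma cells stably expressing GPR55 and beta-arrestin-GFP; plate controls were DMSO negative control for no effect and LPI positive control for full effect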
# KOR beta-arrestin-2 – KOR agonists, beta-arrestin recruitment, primary screen, cell-based, luminescence, uHTS (AID 1777). KOR beta-arrestin recruitment, luminescence; higher % means a stronger effect. activation, % at 10 µM, or EC50 in µM where a hit was titrated. hit rate 0.02% among 280,000; in the data active means activation above about 50%, passing the limit was not always enough; further: a part of the inactive calls stands beside numbers as strong as those of hits
# Numbers without * were called inactive; · = not tested or not shown; [ ] = dose if it differs, or a comment.
GPR55 LPI antagonism,HIV fusion peptide,GPR35 antagonists,KOR beta-arrestin-1,SIAH1 antagonists,NOD1 inhibition,AID2073,GPR55 beta-arrestin,KOR beta-arrestin-2,compound
2%,5.8%,-21%,-30%,-4%,18%,18%,0.6%,8.0%,CCC(C)Oc1ccc(/C=C/c2[nH]c(=O)[nH]c(=O)c2[N+](=O)[O-])cc1OC (configuration not stated)
-1%,3.4%,4%,-16%,9%,-14%,-1%,0.2%,-2.9%,C[C@]12C=CC(=O)C=C1CC[C@@H]1[C@@H]2[C@@H](O)C[C@@]2(C)[C@H]1CC[C@]2(O)C(=O)COC(=O)CCC(=O)O
6%,1.6%,14%,-5%,0%,-11%,8%,-0.1%,-0.3%,CCCOc1ccc(C2C(=O)N(C3CCCCC3)CC(=O)N2CCC)cc1OC (configuration not stated)
-1%,-0.8%,0%,-30%,1%,-22%,2%,0.8%,1.4%,CCc1ccc(-c2nc(C)c(CCO)c(=O)[nH]2)cc1
3%,19%,-2%,-17%,-4%,-35%,14%,-0.1%,13%,CCOc1ccc(NC(=O)NNC(=O)c2ccc3ccccc3c2O)cc1
1%,1.6%,17%,9%,1%,-20%,-2%,-0.1%,-2.0%,CCCCN=C(NNc1ccc(Br)cc1)C(=O)OCC
6%,-0.2%,8%,0%,2%,-21%,-7%,-0.1%,-3.6%,c1ccc(-c2cc(N3CCCCCC3)n[nH]2)cc1
8%,1.8%,16%,17%,3%,-17%,3%,-0.1%,-2.0%,C1=C(c2ccccc2)Nc2ccccc2N=C1c1ccccc1
-12%,-2.4%,10%,28%,1%,-10%,-9%,-0.1%,-3.6%,CCCN1C(=O)c2ccc(C(=O)Nc3nccs3)cc2C1=O
1%,14%,-20%,-38%,13%,·,29%,-0.3%,4.0%,Cc1ccc(/C=C2/SC(=S)N(c3ccc(S(=O)(=O)Nc4nccs4)cc3)C2=O)cc1
1%,-0.4%,17%,-10%,-2%,16%,-3%,0.3%,0.3%,COc1ccc(S(=O)(=O)Nc2ccccc2C(=O)NC(C)(C)C)cc1OC
2%,1.9%,1%,-23%,-1%,-41%,10%,0.0%,-4.5%,Cc1cc2nc(CSc3ccc(Cl)cc3)cc(=O)n2[nH]1
14%,1.2%,3%,-14%,3%,-28%,0%,-0.1%,3.1%,O=C(NCCC(=O)N1CCC2(CC1)NCCc1[nH]cnc12)c1ccc(F)c(F)c1
2%,0.4%,-10%,8%,4%,·,-2%,-0.2%,0.6%,O=C(NCCC1=CCCCC1)c1cnccn1
10%,0.1%,3%,-22%,2%,-1%,5%,-0.1%,-4.5%,Cc1cc(C(=O)NCCCN2CC(C)CC(C)C2)n(-c2ccccc2)n1 (configuration not stated)
28%,-1.8%,-4%,14%,11%,-8%,6%,-0.2%,-4.7%,O=C(CSc1nccc(-c2cccs2)n1)Nc1cccc(Cl)c1Cl
-7%,0.2%,-8%,-5%,-2%,17%,12%,-0.1%,8.4%,Cc1ccc(S(=O)(=O)N2CCN(C(=O)C3CCCO3)CC2)cc1 (configuration not stated)
16%,1.0%,-12%,0%,2%,-6%,-2%,-0.4%,-0.1%,CC(C)CNS(=O)(=O)c1ccc(CC(C)C)cc1
3%,-1.0%,-4%,8%,2%,·,-5%,-0.2%,-1.1%,CN(C)S(=O)(=O)N1CCN(C(=O)N(c2ccccc2)c2ccccc2)CC1
3%,1.8%,6%,2%,5%,-38%,10%,-0.4%,-4.6%,Cc1ccc(S(=O)(=O)NCC(C)n2cncn2)cc1C (configuration not stated)
0%,0.9%,-1%,-14%[20 µM],-2%,-22%,9%,0.9%,-1.6%,CN(Cc1ccccc1)C(=O)CCS(=O)(=O)c1cc2c(cc1Cl)NC(=O)CO2
14%,0.5%,-11%,-11%,11%,-3%,13%,0.0%,1.8%,C=CCn1c(N)cc(=O)nc1SCC(=O)Nc1ccc2ccccc2c1

# Quoted at random: 2 entries already listed, in no set order.
GPR55 LPI antagonism,HIV fusion peptide,GPR35 antagonists,KOR beta-arrestin-1,SIAH1 antagonists,NOD1 inhibition,AID2073,GPR55 beta-arrestin,KOR beta-arrestin-2,compound
-12%,-2.4%,10%,28%,1%,-10%,-9%,-0.1%,-3.6%,CCCN1C(=O)c2ccc(C(=O)Nc3nccs3)cc2C1=O
14%,0.5%,-11%,-11%,11%,-3%,13%,0.0%,1.8%,C=CCn1c(N)cc(=O)nc1SCC(=O)Nc1ccc2ccccc2c1

# 12 compounds out of the list, arranged by heavy-atom count, descending.
GPR55 LPI antagonism,HIV fusion peptide,GPR35 antagonists,KOR beta-arrestin-1,SIAH1 antagonists,NOD1 inhibition,AID2073,GPR55 beta-arrestin,KOR beta-arrestin-2,compound
-1%,3.4%,4%,-16%,9%,-14%,-1%,0.2%,-2.9%,C[C@]12C=CC(=O)C=C1CC[C@@H]1[C@@H]2[C@@H](O)C[C@@]2(C)[C@H]1CC[C@]2(O)C(=O)COC(=O)CCC(=O)O
1%,14%,-20%,-38%,13%,·,29%,-0.3%,4.0%,Cc1ccc(/C=C2/SC(=S)N(c3ccc(S(=O)(=O)Nc4nccs4)cc3)C2=O)cc1
14%,1.2%,3%,-14%,3%,-28%,0%,-0.1%,3.1%,O=C(NCCC(=O)N1CCC2(CC1)NCCc1[nH]cnc12)c1ccc(F)c(F)c1
0%,0.9%,-1%,-14%[20 µM],-2%,-22%,9%,0.9%,-1.6%,CN(Cc1ccccc1)C(=O)CCS(=O)(=O)c1cc2c(cc1Cl)NC(=O)CO2
3%,19%,-2%,-17%,-4%,-35%,14%,-0.1%,13%,CCOc1ccc(NC(=O)NNC(=O)c2ccc3ccccc3c2O)cc1
10%,0.1%,3%,-22%,2%,-1%,5%,-0.1%,-4.5%,Cc1cc(C(=O)NCCCN2CC(C)CC(C)C2)n(-c2ccccc2)n1 (configuration not stated)
28%,-1.8%,-4%,14%,11%,-8%,6%,-0.2%,-4.7%,O=C(CSc1nccc(-c2cccs2)n1)Nc1cccc(Cl)c1Cl
-7%,0.2%,-8%,-5%,-2%,17%,12%,-0.1%,8.4%,Cc1ccc(S(=O)(=O)N2CCN(C(=O)C3CCCO3)CC2)cc1 (configuration not stated)
-12%,-2.4%,10%,28%,1%,-10%,-9%,-0.1%,-3.6%,CCCN1C(=O)c2ccc(C(=O)Nc3nccs3)cc2C1=O
2%,1.9%,1%,-23%,-1%,-41%,10%,0.0%,-4.5%,Cc1cc2nc(CSc3ccc(Cl)cc3)cc(=O)n2[nH]1
-1%,-0.8%,0%,-30%,1%,-22%,2%,0.8%,1.4%,CCc1ccc(-c2nc(C)c(CCO)c(=O)[nH]2)cc1
16%,1.0%,-12%,0%,2%,-6%,-2%,-0.4%,-0.1%,CC(C)CNS(=O)(=O)c1ccc(CC(C)C)cc1

# From PubChem BioAssay

# An excerpt; the hit share may differ from the screen's.
